LMPTP block: LMPTP phosphatase inhibitors, primary screen, biochemical, fluorescence intensity, uHTS; recombinant LMPTP-A, OMFP fluorogenic substrate; AID 651560, 2012; 360,000 tested, 0.22% active; inhibition, % at 20 µM; Low molecular weight phosphotyrosine protein phosphatase (Homo sapiens), P24666;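 active = compounds that cut the enzyme signal by at least half of the control window in the single-dose screen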;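 note: plate controls were DMSO wells with enzyme plus substrate for no effect and substrate without enzyme for full effect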
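Material: LMPTP-A; amount: 0.625 nM enzyme; doses: single 20 µM dose; times: reaction 50 min, room temperature, dark; technique: fluorescence intensity of OMFP turnover product; benchmarks: no-enzyme and uninhibited controls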
DNMT1 block: human DNMT1 methyltransferase inhibitors, primary screen, biochemical, molecular beacon, fluorescence, HinP1I cleavage, uHTS. DNA (cytosine-5)-methyltransferase 1 (Homo sapiens), P26358. inhibition (reported as % activation of signal), % at 10 µM. 360,000 tested, 0.83% active; in the data active = inhibition above about 50%
NadD block: inhibitors of S. aureus NadD, primary screen, biochemical, colorimetric, uHTS; purified NadD enzyme, colorimetric absorbance read-out; inhibition, % at 20 µM; 360,000 tested, 0.78% active; AID 602399, 2012; in the data active = inhibition above about 26%; note: some compounds past the cut are filed as inactive
SUMO1 PPI mod: modulators of SUMO1 protein-protein interactions, primary screen, biochemical, uHTS | 360,000 tested, 0.33% active | Small ubiquitin-related modifier 1 (Homo sapiens), P63165 | AID 602429, 2012 | inhibition, % at 20 µM | SUMO1 binding to a labelled peptide, TR-FRET, 1 h; in the data active = inhibition above about 37%
Target sequence (P63165 whole entry, looked up): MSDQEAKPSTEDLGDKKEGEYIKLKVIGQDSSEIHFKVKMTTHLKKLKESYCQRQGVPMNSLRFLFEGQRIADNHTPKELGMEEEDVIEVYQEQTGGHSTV
Rpn11 block: Rpn11 (PSMD14) deubiquitinase inhibitors, primary screen, biochemical, fluorescence polarization, uHTS. 26S proteasome non-ATPase regulatory subunit 14 (Homo sapiens), O00487. human 26S proteasome, Ub4-pepOG fluorescence polarization; 20S core pre-blocked with epoxomicin. calls only at 20 µM. 360,000 tested, 0.59% active. AID 588493, 2011;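 active = inhibition at 20 µM, scaled to each plate's controls, above about 33%, limit read from the data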
Scp-1 inhibitor: Scp-1 phosphatase inhibitors, primary screen, biochemical, colorimetric, uHTS. AID 493091, 2011. 340,000 tested, 0.88% active. inhibition, % at 20 µM. Recombinant Scp1, phosphopeptide, malachite green phosphate absorbance;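 active = inhibition above about 50% at 20 µM, limit read from the data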;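 note: plate controls were DMSO wells with enzyme for no effect and wells lacking enzyme for full effect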
Target sequence (Q9GZU7 76-261 limits assumed): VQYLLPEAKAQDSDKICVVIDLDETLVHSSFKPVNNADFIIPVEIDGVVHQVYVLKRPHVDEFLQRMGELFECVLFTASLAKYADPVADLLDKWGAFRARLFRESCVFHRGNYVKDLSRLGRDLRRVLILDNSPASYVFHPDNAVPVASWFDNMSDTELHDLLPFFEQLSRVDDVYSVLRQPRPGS
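Assay system: SCP-1 catalytic fragment, aa 76-261 | Buffer or medium: Tris acetate buffer pH 5.5 with MgCl2 and Tween-20 | Compound: One concentration, 20 µM, with 1.0% DMSO | Also added: Phospho 17-mer peptide substrate | Signal: Absorbance at 630 nm | Incubation: 45 min enzyme reaction at room temperature | Measure: % inhibition of SCP-1 phosphate liberation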
Neddyl block: inhibitors of cullin neddylation, primary screen, biochemical, TR-FRET, uHTS, NAE and Ubc12; NEDD8-conjugating enzyme Ubc12 (Homo sapiens) + NEDD8-activating enzyme E1 regulatory …; calls only at 25 µM; 360,000 tested, 0.58% active; AID 651699, 2012; in the data active = inhibition above about 36%
Target sequence (P61081 whole entry, looked up): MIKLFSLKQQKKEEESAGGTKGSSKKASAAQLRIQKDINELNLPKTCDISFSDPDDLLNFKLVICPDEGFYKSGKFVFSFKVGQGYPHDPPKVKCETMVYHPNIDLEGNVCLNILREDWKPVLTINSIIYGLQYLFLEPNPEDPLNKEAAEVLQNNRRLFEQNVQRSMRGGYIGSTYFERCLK
Target sequence (Q13564 whole entry, looked up): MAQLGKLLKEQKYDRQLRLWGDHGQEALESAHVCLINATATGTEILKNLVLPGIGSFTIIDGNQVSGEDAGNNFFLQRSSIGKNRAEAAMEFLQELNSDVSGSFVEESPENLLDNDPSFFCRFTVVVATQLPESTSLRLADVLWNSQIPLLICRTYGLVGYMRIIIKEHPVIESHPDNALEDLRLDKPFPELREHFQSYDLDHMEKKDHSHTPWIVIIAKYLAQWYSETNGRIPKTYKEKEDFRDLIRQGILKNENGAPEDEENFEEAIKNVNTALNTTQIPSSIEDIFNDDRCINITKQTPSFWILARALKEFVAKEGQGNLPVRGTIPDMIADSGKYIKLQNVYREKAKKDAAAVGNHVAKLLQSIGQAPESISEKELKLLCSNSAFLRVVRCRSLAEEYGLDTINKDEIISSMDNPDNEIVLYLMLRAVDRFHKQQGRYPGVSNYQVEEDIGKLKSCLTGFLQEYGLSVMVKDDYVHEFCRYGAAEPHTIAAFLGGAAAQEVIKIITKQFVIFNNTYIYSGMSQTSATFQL
CSN deneddyl inh: inhibitors of CSN-mediated cullin deneddylation, primary screen, biochemical, fluorescence polarization, uHTS. Purified CSN, SCF-Nedd8-OG deneddylation. inhibition, % at 12.5 µM. 360,000 tested, 0.38% active. AID 651999, 2013;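 active = pattern-corrected inhibition above about 35%, with an unprinted fluorescence ratio check between 0.5 and 1.5, limit read from the data, passing the limit was not always enough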;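 note: 0% = enzyme with substrate and 100% = substrate without enzyme; some results filed as inactive read as strong as hits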
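Detection – fluorescence polarization · System – HEK293T-derived human Csn5 enzyme · Controls – substrate-only high control, full reaction low control · Timing – 90 min, room temperature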
STEP inh: STEP phosphatase inhibitors, primary screen, biochemical, fluorescence intensity, uHTS | inhibition, % at 20 µM | recombinant STEP, OMFP fluorogenic substrate | 360,000 tested, 0.25% active | Tyrosine-protein phosphatase non-receptor type 5 (Homo sapiens), P54829;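 active = inhibition at 20 µM, scaled per plate between control wells, above about 37%, limit read from the data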;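 note: 0% = DMSO with enzyme and substrate and 100% = substrate only without enzyme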
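System: isolated STEP enzyme; schedule: 20 min enzyme reaction at room temperature, protected from light; medium: Bis-Tris buffer pH 6.0, 2.5 mM DTT, 0.005% Tween 20; signal: fluorescence, 480/540 nm; dosing: single compound dose of 20 µM, 1% DMSO final; also added: OMFP substrate, 25 µM final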
Rin1 Abl inh: inhibitors of Rin1-Abl protein binding, primary screen, biochemical, TR-FRET; Tyrosine-protein kinase ABL1 (Homo sapiens) + Ras and Rab interactor 1 (Homo sapiens), …; 360,000 tested, 0.4% active; inhibition, % at 7.35 µM; AID 588664, 2011; in the data active = inhibition above about 5%, passing the limit was not always enough
* = called active by the depositor; i = inactive. This is a random part of the collection; overall some 3.8% were active at least once.

LMPTP block,DNMT1 block,NadD block,SUMO1 PPI mod,Rpn11 block,Scp-1 inhibitor,Neddyl block,CSN deneddyl inh,STEP inh,Rin1 Abl inh,smiles
0.2,2,-2,2,i,-7,i,1,-1,-4,COc1ccc(C2=NC(=O)/C(=C\c3cc(OC)c(OC)c(OC)c3)O2)cc1
-0.3,2,4,7,i,-1,i,2,0,3,CCC(CC)c1nnc(NC(=O)CSCC(=O)Nc2cc(C)on2)s1
3.5,-3,6,4,i,-19,i,2,2,1,O=S(=O)(c1ccccc1Cl)N1CCC(Cc2ccccc2)CC1
-1.3,9,7,-8,i,1,i,9,3,-2,O=[N+]([O-])c1ccccc1Nc1c2ccccc2nc2ccccc12
-0.8,0,0,-1,i,-4,i,2,3,0,COc1ccccc1NC(=O)c1ccc(NC2=NC3CS(=O)(=O)CC3S2)cc1 (stereo not drawn)
1.0,10,-1,1,i,-8,i,3,2,1,Cn1c(=O)c2cc(S(=O)(=O)N3CCC(c4ccccc4)CC3)ccc2n(C)c1=O
-7.5,1,1,6,i,-9,i,-5,3,1,Nc1nc(=S)c2[nH]cnc2[nH]1
-0.1,-10,4,-33,i,-2,i,0,3,-1,NNC(=O)c1[nH]c2ccc([N+](=O)[O-])cc2c1-c1ccccc1
0.1,1,1,4,i,6,i,-3,-2,-1,COC(=O)CNC(=O)Cn1c(=O)n(Cc2ccc(F)cc2)c(=O)c2sccc21
-1.3,0,-3,-1,i,-2,i,4,-1,-3,CC(C)CC(=O)Nc1ccccc1Oc1ccccc1
-0.1,0,2,4,i,-11,i,-45,1,1,Cc1ccc(NC(=O)/C(C#N)=C(\N)C(Cl)(Cl)Cl)nc1
-0.7,-1,-5,4,i,-9,i,-1,-1,2,Cc1cc(C)n2nc(SCc3ccccc3F)nc2n1
-0.6,8,-10,-6,i,-8,i,2,-3,-1,Cc1ccc(C2CC(c3ccco3)=NN2S(C)(=O)=O)cc1 (stereo not drawn)
6.3,-8,-9,-13,i,76*,i,6,2,0,CC(=O)Nc1ccc(N=Cc2nc(-c3ccc(C)cc3)oc2O)cc1
-0.8,-1,-2,-9,i,0,i,3,-1,0,CCOC(=O)C1=C(N)OC2=C(C(=O)CCC2)C1c1ccc2c(c1)OCO2 (stereo not drawn)
-7.3,2,1,-14,i,-7,i,3,0,-5,CN(C)CCCN(CCCN(C)C)C(=S)Nc1ccc(S(=O)(=O)N2CCOCC2)cc1
-2.3,0,-4,9,i,-6,i,-2,-2,1,CC(CCCC(C)(C)O)NC(=O)c1ccc(OC2CCN(C(=O)C3CC3)CC2)cc1 (stereo not drawn)
-0.2,-5,-10,4,i,2,i,-1,-2,2,COc1cccc(CNCCO)c1OCc1ccc(Cl)cc1
2.5,5,0,6,i,0,i,3,1,1,Nc1[nH]c(=O)nc2snnc12
-0.9,0,0,-2,i,-5,i,2,2,1,CCOc1ccc(NC(=S)Nc2ccc(OC)cc2)cc1
2.6,-6,-4,-21,i,3,i,-4,5,1,COc1cccc(C(=O)/C=C2\NCCc3cc(OC)c(OC)cc32)c1
-1.8,5,-6,-3,i,-1,i,0,-1,0,FC(F)(F)c1cc(Cl)c2nnc(-c3ccccn3)n2c1
-1.2,1,-6,-3,i,0,i,2,0,-4,Cn1cnc([N+](=O)[O-])c1Sc1nc2ccccc2[nH]1
1.3,0,-9,2,i,-11,i,2,0,-2,Cc1ccc(NC(=O)CSCC(=O)N(C)CCOc2ccc(Cl)cc2)cc1
1.7,-5,-1,-1,i,-6,i,-2,-4,-1,COC(=O)c1ccc(NC(=S)NCCc2ccccc2)cc1
-1.8,1,-4,-1,i,-2,i,6,0,2,Cc1nc2c(C)cccc2cc1C(=O)N/N=C/c1cccnc1
-0.2,5,-2,-4,i,1,i,-6,2,-1,CC1CCCN(CCC(=O)c2ccccc2)C1 (stereo not drawn)
-2.1,-1,-4,-3,i,-7,i,-2,-1,-1,CSCC[C@H](NC(=O)[C@@H]1Cc2ccccc2CN1)C(=O)NC[C@H]1CC[C@H](C(=O)O)CC1
6.1,0,-1,-2,i,3,i,-9,-1,5,COc1ccc(CNc2nc3ccccc3n2CCN2CCCCC2)cc1
0.4,-8,-6,2,i,1,i,1,0,3,CCN(CC)S(=O)(=O)c1cc(NC(=O)Cc2ccsc2)ccc1C

Part of the list above in order of molecular weight, smallest number first.
LMPTP block,DNMT1 block,NadD block,SUMO1 PPI mod,Rpn11 block,Scp-1 inhibitor,Neddyl block,CSN deneddyl inh,STEP inh,Rin1 Abl inh,smiles
2.5,5,0,6,i,0,i,3,1,1,Nc1[nH]c(=O)nc2snnc12
-1.8,1,-4,-1,i,-2,i,6,0,2,Cc1nc2c(C)cccc2cc1C(=O)N/N=C/c1cccnc1
0.4,-8,-6,2,i,1,i,1,0,3,CCN(CC)S(=O)(=O)c1cc(NC(=O)Cc2ccsc2)ccc1C
0.1,1,1,4,i,6,i,-3,-2,-1,COC(=O)CNC(=O)Cn1c(=O)n(Cc2ccc(F)cc2)c(=O)c2sccc21
-0.8,0,0,-1,i,-4,i,2,3,0,COc1ccccc1NC(=O)c1ccc(NC2=NC3CS(=O)(=O)CC3S2)cc1 (stereo not drawn)

Next part
LMPTP block,DNMT1 block,NadD block,SUMO1 PPI mod,Rpn11 block,Scp-1 inhibitor,Neddyl block,CSN deneddyl inh,STEP inh,Rin1 Abl inh,smiles
0.0,1,-5,1,i,1,i,0,-3,0,CCOc1ccc(N2CC(C(=O)N3CCc4ccccc4C3)CC2=O)cc1 (stereo not drawn)
-0.1,3,-2,3,i,-3,i,-4,2,3,CC(C)NC(=O)CSc1nc(N)c(-c2ccccc2)c(=O)[nH]1
-0.5,-2,-1,-6,i,-10,i,-3,1,0,Cn1c(=O)c(-c2ccccc2)cc2ccccc21
0.3,2,1,-1,i,1,i,-8,-2,1,Cn1nc(C(=O)NCc2ccccc2CN2CCCC2)c2ccccc2c1=O
-0.9,9,3,0,i,8,i,-9,-1,3,CC(CC(=O)Nc1ccccc1C(F)(F)F)c1ccccc1 (stereo not drawn)
2.4,-8,3,1,i,-17,i,9,-5,2,O=C(Nc1cccc(C(F)(F)F)c1)C(Sc1n[nH]c(=O)[nH]c1=O)c1ccccc1 (stereo not drawn)
4.2,-5,18,-19,i,5,i,2,3,2,O=[N+]([O-])c1cc2no[n+]([O-])c2cc1N1CCCCC1
-0.6,3,-6,-25,i,-21,i,-1,1,0,CC1(C)CC(=O)c2ccc(OCc3ccc([N+](=O)[O-])cc3)cc2O1
-1.1,0,-1,0,i,-7,i,-3,-4,-1,CN(CC(=O)Nc1ccccc1C(=O)NC1CC1)Cc1ccccc1F
0.0,3,-3,-10,i,-1,i,-5,-4,1,Cc1nn(-c2ccccc2)c(C)c1C(=O)OCC(=O)Nc1ccccc1C(F)(F)F
0.2,3,3,3,i,1,i,3,-4,-3,Cc1ccc(C(=O)NCC(=O)NC2CC2)cc1
2.0,0,-10,-11,i,-15,i,0,2,3,CCCC1CCC(c2ccc(OCC)cc2)=CC1=O (stereo not drawn)
-0.5,-2,-1,1,i,-6,i,2,0,-4,CCc1nc2scc(-c3cccs3)c2c(=O)o1
-1.2,-2,-8,-5,i,-2,i,-3,-1,-3,O=C(CN1C(=O)c2ccccc2C1=O)Nc1ccccc1C(=O)N1CCCC1
0.7,1,-11,1,i,-8,i,-13,-1,-3,Cc1cc(C)nc(N(C#N)Cc2ccc(Cl)cc2)n1
0.8,-2,-7,0,i,2,i,5,12,-4,Cc1c(C(=O)O)oc2ccc(S(=O)(=O)NCc3ccc4c(c3)OCO4)cc12
-3.0,3,-8,-10,i,-9,i,1,-3,8,Cc1cccc(C(=O)NCCCNC(=O)c2cccc(C)c2)c1
-1.4,3,12,4,i,-8,i,1,-2,0,COc1cc(CNc2ccc3[nH]c(=O)[nH]c3c2)cc(Br)c1OCC(=O)NC(C)(C)C
-2.4,3,-6,-1,i,-5,i,-1,-1,5,Cc1ccc(S(=O)(=O)Nc2ccccc2F)cc1C(=O)N1CCCC1
-0.9,1,9,-2,i,-9,i,3,3,-3,CCOC(=O)N1CCN(S(=O)(=O)/C=C/c2ccccc2)CC1

The final 3 entries of the part before come first, to join the parts.
LMPTP block,DNMT1 block,NadD block,SUMO1 PPI mod,Rpn11 block,Scp-1 inhibitor,Neddyl block,CSN deneddyl inh,STEP inh,Rin1 Abl inh,smiles
-1.4,3,12,4,i,-8,i,1,-2,0,COc1cc(CNc2ccc3[nH]c(=O)[nH]c3c2)cc(Br)c1OCC(=O)NC(C)(C)C
-2.4,3,-6,-1,i,-5,i,-1,-1,5,Cc1ccc(S(=O)(=O)Nc2ccccc2F)cc1C(=O)N1CCCC1
-0.9,1,9,-2,i,-9,i,3,3,-3,CCOC(=O)N1CCN(S(=O)(=O)/C=C/c2ccccc2)CC1
1.9,-1,-7,2,i,6,i,5,11,1,Oc1c(Cl)cccc1C=Nc1cc(C(F)(F)F)ccc1N1CCCC1
-1.4,0,-1,1,i,-12,i,-7,-3,-2,Cc1nc2ccc(S(=O)(=O)NC(C(=O)NCc3cccs3)C(C)C)cc2s1 (stereo not drawn)
1.5,-9,-7,-1,i,-2,i,3,0,3,COc1ccccc1OCCCCN1CCN(C(c2ccccc2)c2ccccc2)CC1
-0.3,1,-7,-2,i,-5,i,0,0,-2,CC(=O)Nc1ccc2c(c1)nc(CCN1CCOCC1)n2C
-5.8,3,9,-1,i,1,i,-3,-2,0,O=C(CCSCCc1ccncc1)NCCCN1CCOCC1
-0.9,6,0,3,i,1,i,4,-1,-2,O=C(NCc1ccncc1)c1nnc(Cc2c(F)cccc2Cl)o1
1.4,-1,1,5,i,-1,i,2,-2,-1,S=C(Nc1ccccc1Cl)N1CCCC1
1.2,2,-4,1,i,-8,i,-2,1,4,Cc1ccc(S(=O)(=O)N2CCN(c3ccccc3)CC2)s1
1.0,0,2,6,i,-2,i,-2,1,0,CCSc1nnc(NC(=O)CSC2=NN3CCCC(=O)N=C3S2)s1
0.2,1,-2,-2,i,-5,i,-1,0,-1,Cc1cn2c(=O)c(C(=O)NCc3ccc4c(c3)OCO4)cnc2s1
1.8,-23,11,-5,i,-4,i,11,1,4,CCN(CC)c1ccc(/C=N/Nc2ccccc2)c(O)c1
-0.1,-2,-7,-7,i,-4,i,2,2,0,COCCn1cc(C(=O)NCCN(C)C)c2c3ccccc3n(C)c2c1=O
